USP2a inh = blocks human ubiquitin-specific protease USP2a; USP2 core, Ub-CHOP2 coupled fluorogenic reporter, 485/531; Potency, µM (highest dose often 38.3 µM), for the others: top-dose activity change, negative = inhibition, most hits filed as inhibitors; O75604; hit rate 0.01% among 330,000;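 also: potency is read from the fitted curve at half-maximal effect; plate controls were DMSO wells for no effect and full inhibition by NEM control for full effect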
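USP2 core (10nM final) preincubated 30min RT with compound in 20mM Tris-HCl pH 8.0, 2mM CaCl2, 2mM beta-mercaptoethanol, 0.05% CHAPS; 25nM Ub-CHOP2 plus 25nM reporter substrate added, fluorescence (Ex485/Em531) read after 60min.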
p53 reactivation = restores transcriptional activity of mutant p53; H1299 p53-A138V BP100-luciferase reporter, luminescence, 24 h; hit rate 0.063% among 320,000; Potency, µM (doses to about 92.2 µM), without a hit: top-dose activity change, positive = activation, actives largely listed as activators; AID 504706; also: potency is read from the fitted curve at half-maximal effect; % of control where 0% means no effect; nearly all actives have a fitted effect of over 45% in size
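p53-null H1299 cells stably carrying temperature-sensitive p53-A138V and a BP100-luciferase reporter were pinned with compounds (4-point, 1:5 series) and held 24 hrs at 37 deg C. Luminescence was read 10 min after detection reagent.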
Eya2 phos inh = inhibitors of human Eya2 phosphatase activity; O00167; recombinant Eya2, OMFP fluorescence dephosphorylation (OMFP is methylfluorescein phosphate); Potency, µM (doses to about 76.9 µM), for the others: at the highest dose activity, negative = inhibition, actives largely listed as inhibitors; hit rate 0.006% among 330,000; also: potency is read from the fitted curve at half-maximal effect; % is scaled to controls: 0 for no effect and ±100 for the full control effect
Target sequence (O00167 whole entry, looked up): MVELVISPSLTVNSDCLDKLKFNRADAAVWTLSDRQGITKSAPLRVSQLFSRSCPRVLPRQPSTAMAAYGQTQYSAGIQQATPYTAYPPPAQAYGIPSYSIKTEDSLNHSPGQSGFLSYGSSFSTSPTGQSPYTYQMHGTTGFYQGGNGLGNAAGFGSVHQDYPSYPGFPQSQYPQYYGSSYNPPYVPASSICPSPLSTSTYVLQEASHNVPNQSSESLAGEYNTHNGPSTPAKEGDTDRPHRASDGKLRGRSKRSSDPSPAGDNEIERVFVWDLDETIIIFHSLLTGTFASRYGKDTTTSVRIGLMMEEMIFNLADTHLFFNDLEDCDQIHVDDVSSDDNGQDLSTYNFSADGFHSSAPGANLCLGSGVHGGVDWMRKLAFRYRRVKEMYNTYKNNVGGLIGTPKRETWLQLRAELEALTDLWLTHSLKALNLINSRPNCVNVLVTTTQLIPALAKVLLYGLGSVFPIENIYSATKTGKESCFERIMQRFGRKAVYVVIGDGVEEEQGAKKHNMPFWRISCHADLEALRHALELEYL
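Eya2 protein (added as 0.2 uM solution) was preincubated with compound for 10 min at ambient temperature in 50 mM HEPES pH 7.5, 50 mM NaCl, 5 uM MgCl2, 0.05% BSA, 1 mM DTT. OMFP (added at 50 uM) then reacted 10 min; fluorescence read at 485/525 nm.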
B2AR arrestin = agonists driving beta-arrestin recruitment to human beta2-adrenergic receptor; hit rate 0.02% among 330,000; AID 492947; P07550; Potency, µM (doses to about 46.1 µM), inactives show top-dose activation, most hits filed as activators; beta-arrestin recruitment to beta2AR, cell-based reporter;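 also: potency is read from the fitted curve at half-maximal effect; 0% = DMSO controls and full agonism = EC100 isoproterenol or metaproterenol; nearly all actives have a fitted effect of over 65% in size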
uPA surface inh = cell surface uPA generation inhibition; cell surface uPA generation assay, qHTS; Potency, µM (highest dose often 38.3 µM), without a hit: at the top dose activity change, negative = inhibition, hits mostly inhibitors; AID 540303; hit rate 0.31% among 330,000; active = well fitted inhibition curve with a large enough effect; inconclusive = small, poorly fitted or top-dose-only effect; inactive = no such curve, though single readings can be large or run the other way; tested in mouse RAW 264.7 cells; also: potency is read from the fitted curve at half-maximal effect; % is scaled to controls: 0 for no effect and ±100 for the full control effect; nearly all actives have a fitted effect of over 55% in size
TRPV1 agonist = agonists of human vanilloid receptor 1 (TRPV1) | Q8NER1 | TRPV1-expressing cells, Fluo-8 calcium influx, agonist mode | activation, % at 8.33 µM | hit rate 0.19% among 320,000; in the data active = activation above about 80%; inconclusive = between about 30% and that limit; also: 0% is about no effect
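TRPV1-expressing cells were cultured overnight at 35.5C and loaded with Fluo-8 calcium dye for 40 to 90 min at room temperature. After a 10 s baseline, compound was added and calcium influx was read kinetically for 3 min (ex 480/em 520 nm).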
TSG101-PTAP inh = blocks PTAP/TSG101 interaction to inhibit HIV-1 budding. Q99816. Fluorescence polarization, FITC-PTAP peptide / Tsg101 binding. Potency, µM (series often up to 115 µM), for inactives: at the top dose activity change, negative = inhibition, usual class: inhibitors. 340,000 tested, under 10 active; active = well fitted inhibition curve with a large enough effect in the main read-out, with a control signal flat, not every such curve was filed as active; inconclusive = small, poorly fitted or top-dose-only effect, or effect the other way, or a change in a side signal; inactive = no such curve, though single readings can be large or run the other way; also: potency is read from the fitted curve at half-maximal effect; % of control where 0% means no effect
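FP read-out: FITC-PTAP peptide, 50 nM final, binding Tsg101 binding domain, 10 uM final; 20 min, r.t.; 10 mM HEPES pH 7.5, 0.15 M NaCl, 0.01% Tween 20, 3 mM EDTA, 0.1 mM TCEP.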
ELG1 genotoxic = genotoxicity induction in ELG1-luciferase HEK293T cells; HEK293T ELG1-luciferase reporter, luminescence, 16 h; Potency, µM (doses to about 46 µM), without a hit: top-dose activity change, positive = activation, most hits filed as activators; hit rate 1.3% among 330,000; also: potency is read from the fitted curve at half-maximal effect; % of control where 0% means no effect; nearly all actives have a fitted effect of over 60% in size
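Genotoxic stress is detected as increased luminescence from luciferase-tagged ELG1 in HEK293T cells, measured with ONE-Glo after a 16 hr treatment at 37 °C.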
ASM inhibitor = human S-ASM enzyme inhibition. hit rate 0.006% among 340,000. Potency, µM (series often up to 57.5 µM), for the others: at the top dose activity change, negative = inhibition, usual class: inhibitors. placental ASM, HMU-PC fluorogenic substrate, 60 min; also: potency is read from the fitted curve at half-maximal effect
Target sequence (P17405 47-631 limits assumed): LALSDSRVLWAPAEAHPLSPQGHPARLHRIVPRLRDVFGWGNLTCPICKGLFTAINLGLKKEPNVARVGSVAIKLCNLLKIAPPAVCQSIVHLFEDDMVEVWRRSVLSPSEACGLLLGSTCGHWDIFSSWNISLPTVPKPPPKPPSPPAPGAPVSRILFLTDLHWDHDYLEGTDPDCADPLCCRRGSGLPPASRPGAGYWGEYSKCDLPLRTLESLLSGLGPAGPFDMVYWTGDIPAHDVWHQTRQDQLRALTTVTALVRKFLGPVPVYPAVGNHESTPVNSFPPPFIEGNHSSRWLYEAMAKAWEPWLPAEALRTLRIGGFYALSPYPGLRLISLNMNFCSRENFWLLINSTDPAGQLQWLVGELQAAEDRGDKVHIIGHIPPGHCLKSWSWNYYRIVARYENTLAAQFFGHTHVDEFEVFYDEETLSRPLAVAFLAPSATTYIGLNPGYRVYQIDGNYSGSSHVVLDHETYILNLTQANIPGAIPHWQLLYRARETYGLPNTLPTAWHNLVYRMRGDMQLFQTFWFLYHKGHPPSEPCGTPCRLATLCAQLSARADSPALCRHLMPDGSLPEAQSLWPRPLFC
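Human placenta-derived ASM enzyme was preincubated with compound for 10 minutes at room temperature, then given fluorogenic substrate HMU-PC0 (9 uM final) for 60 minutes at 37 °C; a pH 10 stop preceded fluorescence reading at Ex 386/Em 447 nm.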
a7 integrin act = integrin-mediated muscular dystrophy alleviation activation. alpha7betagal myoblasts, beta-gal FDG fluorescence, 48 h. Potency, µM (highest dose often 38.3 µM), inactives show at the highest dose activation, hits mostly activators. hit rate 0.064% among 350,000. AID 624291;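 also: potency is read from the fitted curve at half-maximal effect; 100% = response of the positive control SU9516; nearly all actives have a fitted effect of over 60% in size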
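alpha7betagal+/- myoblasts (passage 13, 250/well) treated 48 h at 37C with compounds at 1:260 dilution of DMSO stock. Lysed, then beta-galactosidase activity read as FDG fluorescence (ex 480/em 540) after 30 min, with pre-read for autofluorescence.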
BRCA1 expr up = increases BRCA1 expression | hit rate 1.1% among 380,000 | Potency, µM (top dose mostly 46.1 µM), inactives show at the highest dose activation, usual class: activators | MCF7-BRCA1-FFLuc reporter, luminescence, 48 h; response scale: scaled: vehicle 0%, 10 µM genistein 100% | AID 624202; also: potency is read from the fitted curve at half-maximal effect; nearly all actives have a fitted effect of over 80% in size; some results filed as inactive show a strong effect at the top dose
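Reporter cells (MCF7, BRCA1 promoter-firefly luciferase) received library compounds across a concentration series for 48 h. End-point luminescence was measured and concentration-effect curves derived after normalization.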
Starred values were filed as active, the others as inactive; ? = inconclusive; nt = not tested or not shown; [ ] = remark or other dose. Unless noted, calls follow the shape of the dose curve; as a rule, active = well fitted curve in the direction sought with a large enough effect; inconclusive = small, poorly fitted or top-dose-only effect, or another doubt; inactive = no such curve, though single readings can be large; an effect the other way counts as inactive or inconclusive.

SMILES | USP2a inh | p53 reactivation | Eya2 phos inh | B2AR arrestin | uPA surface inh | TRPV1 agonist | TSG101-PTAP inh | ELG1 genotoxic | ASM inhibitor | a7 integrin act | BRCA1 expr up
Cc1cccc(OCC(O)Cn2c(N3CCCCC3)nc3c2c(=O)[nH]c(=O)n3C)c1 (stereo not drawn) | -0.5% | 17.6% | ? | -0.2% | 1.3% | -2.1 | -2.4% | -1.4% | -3.8% | -5.7% | -15.3%
Nc1n[nH]c(-c2ccccc2)n1 | -0.5% | -0.1% | 14.2% | -0.7% | 2.7% | -3.4 | -3.2% | 1.2% | -2.7% | -10.3% | 2.8%
Cc1ccc(/C=[N+](\[O-])c2ccc(N(C)C)cc2)c2nsnc12 | -0.7% | ? | -10.0% | -0.3% | -16.4% | 10.7 | 0.9% | 11.7% | -3.6% | -61.2%[inhibitor] | -77.0%
Cc1c(Nc2cc(N3CCCCCC3)c3nonc3c2[N+](=O)[O-])c(=O)n(-c2ccccc2)n1C | -0.1% | -2.8% | -10.1% | 0.1% | -3.1% | -3.4 | -1.3% | 0.4% | -0.6% | 14.0% | -33.0%
COc1ccc(-c2csc(N=C(N)N)n2)cc1 | 1.8% | 2.1% | -6.3% | -0.2% | -3.7% | 0.4 | -0.7% | ? | -2.5% | 0.0% | ?
O=C(c1cnn2c(C(F)(F)F)cc(-c3ccco3)nc12)N1CCCc2ccccc21 | 1.9% | -9.6% | -10.7%[15.4 µM] | 0.2% | 1.4% | 1.9 | -0.9% | -5.0% | 0.4% | 3.1% | -33.5%
O=C1CS/C(=N/N=C/c2cccs2)N1Cc1ccc(F)cc1 | 3.7% | -1.2% | 4.8% | 0.2% | 6.9% | 4.1 | -3.8% | -4.0% | -5.8% | 0.0% | -11.4%
Cc1cc(C)cc(SCc2noc(C(=O)NCC3CC3)c2C(=O)NCC2CC2)c1 | nt | nt | nt | nt | 17.0% | nt | -7.3% | nt | -6.3% | 0.0% | -2.5%
O=C1Nc2ccc3sc4ccccc4c3c2C1=O | 0.6% | 3.9% | -21.3% | -0.6% | -12.7% | 3.6 | -3.3% | 0.2% | -11.9% | 14.4% | 36.8%
CC(NC(C)c1ccccc1Cl)C(=O)Nc1cccc(S(=O)(=O)N2CCCCC2)c1 (stereo not drawn) | 0.1% | -4.6% | -14.5% | 0.3% | -5.5% | 6.4 | 0.9% | -2.3% | 1.5% | 5.7% | -50.3%
COc1ccc2cc(C(=O)NCc3ccco3)c(=Nc3ccc(C(=O)O)cc3)oc2c1 | 0.0% | ? | -15.0% | 0.1% | -12.9% | -11.6 | -4.6% | 13.8% | 13.1% | -11.3% | 7.8%
COc1ccc(S(=O)(=O)Nc2cccc(N(C)S(C)(=O)=O)c2)cc1Br | 0.6% | -12.5% | -4.2% | -0.4% | ? | -2.4 | 0.4% | -1.0% | -3.9% | 0.0% | -23.2%
O=C(Cc1ccc([N+](=O)[O-])cc1)N/N=C/c1cccs1 | 1.6% | 2.8% | -5.9% | -0.1% | -8.4% | -2.7 | 1.2% | -2.9% | -0.2% | -16.8% | 0.0%
CC(C)(C)c1ccccc1OCC(O)CN1CCN(c2ccccn2)CC1 (stereo not drawn) | 0.1% | nt | -0.5% | -0.3% | 1.6% | 5.6 | -4.5% | -9.7% | 0.4% | -8.8% | -15.4%
CCCNC(=O)c1ccc2c(c1)C1C3CCC(C3)C1C(c1ccccc1)N2 (stereo not drawn) | -9.4% | -7.6% | 19.6% | -0.2% | -1.6% | ? | -4.3% | -22.2% | -25.6% | -1.8% | -46.0%
CN(c1ccc(C(=O)Nc2nccs2)cc1)S(=O)(=O)c1ccccc1 | -1.1% | -1.9% | 4.5% | -0.1% | nt | 15.4 | -3.0% | 18.9% | -8.8% | -10.2%[7.66 µM] | 48.6%
CC(C)N=c1scc(-c2cccs2)n1/N=C/c1ccc(O)c(O)c1O | 2.3% | ? | -23.4% | 5.2% | -19.0% | -0.7 | 1.3% | ? | -13.3% | -9.5% | -17.3%
CCc1cc2c(N[C@@H](Cc3c[nH]c4ccccc34)C(=O)O)ncnc2s1 | -0.2% | 13.9% | 1.4% | -0.8% | 24.8% | 4.7 | -1.9% | 0.2% | -0.4% | -26.7% | -4.4%
Cc1n[nH]c(C)c1S(=O)(=O)N1CCN(C2CCCCC2)CC1 | 1.3% | -4.8% | 4.0% | -0.3% | -3.5% | -1.1 | 3.1% | -1.6% | 0.3% | 33.9% | -19.1%
C[C@H](CO)N1C[C@H](C)[C@@H](CN(C)Cc2ccncc2)Oc2c(NC(=O)Cc3ccccc3)cccc2C1=O | 4.5% | -4.2% | -28.3% | -0.8% | ? | nt | 1.1% | 0.8% | 3.4% | -6.8% | -14.6%
CC(C)(C)NC(=O)CSc1ncccc1-c1nc2ccccc2[nH]1 | 0.4% | nt | -7.9% | 0.0% | 1.0% | 2.2 | -6.7% | 8.1% | 22.8% | 7.0% | 4.9%
Cc1cc(=O)n2[nH]c(N)c(N=Nc3ccccc3F)c2n1 | 4.1% | 14.1% | -0.7% | -2.3% | -6.9% | -2.4 | -3.0% | -9.1% | -11.7% | -12.1% | -11.1%
CCOC(=O)c1[nH]c2cc3c(cc2c1NC(=O)CN1CCC(C)CC1)OCO3 | 0.5% | -4.0% | -7.6% | 0.5% | -4.8% | ? | -6.4% | -2.2% | 60.6% | -17.4% | -37.1%
CC(C)(C)n1nnnc1CN1CCC(NC(=O)NC2CCCCC2)CC1 | 0.4% | 5.4% | -34.5% | 0.0% | 1.7% | -1.9 | -3.3% | -3.8% | -0.1% | 0.3% | -7.0%
CCOC(=O)c1ccc(NC(=O)Cn2nnc(-c3ccccc3C)n2)cc1 | 2.7% | -3.5% | -0.8% | 0.4% | 1.3% | 7.6 | -2.4% | 5.9% | -19.0% | -24.4% | -9.8%
New compounds follow
SMILES | USP2a inh | p53 reactivation | Eya2 phos inh | B2AR arrestin | uPA surface inh | TRPV1 agonist | TSG101-PTAP inh | ELG1 genotoxic | ASM inhibitor | a7 integrin act | BRCA1 expr up
COc1ccc(S(=O)(=O)Nc2cccc3c2O[C@H](CN(C)C(=O)NC(C)C)[C@@H](C)CN([C@H](C)CO)C3=O)cc1 | 4.5% | -2.9% | 3.4% | 0.1% | -22.6% | nt | -8.7% | 1.4% | 9.8% | 18.8% | -8.1%
O=C1C=C(c2ccc(-c3ccccc3)c(F)c2)C[C@@H](c2ccc(Cl)cc2)C1 | -4.7% | 10.4% | 13.2% | 0.2% | 15.5% | 4.3 | -0.4% | -0.8% | -17.8% | 1.7% | -4.0%
CCN(CC)S(=O)(=O)c1ccc(C(=O)N2CCN=C2SCc2cccnc2)cc1 | 2.4% | ? | -23.5% | -0.5% | -2.0% | -13.4 | -3.4% | -13.4% | -1.2% | 8.7% | 0.2%
COc1cc(O)c(C(CCN2CCCC2)c2cc(OC)c(OC)c(OC)c2)c(OC)c1 (stereo not drawn) | -0.6% | -4.9% | 4.1% | -0.1% | -13.3% | -0.2 | 3.1% | 10.5% | 5.3% | -6.3% | -7.0%
O=C(NCCc1ccccc1)C1=CCN(S(=O)(=O)c2ccccc2)CC1 | 5.6% | 24.1% | 0.2% | 0.2% | -2.0% | 8.8 | -1.3% | 2.1% | -11.1% | 0.0% | 51.6%
N#Cc1c(-c2ccco2)ccn(Cc2ccc(F)cc2)c1=O | 2.5% | -4.0% | 3.9% | 0.1% | 0.7% | 2.2 | -7.9% | 5.0% | 48.3%[activator] | ? | -3.1%
c1ccc(CN2CCN(c3ncnc4nc[nH]c34)CC2)cc1 | 1.0% | -3.4% | 0.1% | -0.2% | -17.6% | 2.7 | -5.3% | -26.4% | -3.1% | 34.4% | 0.0%
COc1ccc(CCNC(=S)Nc2cccc(C)c2C)cc1 | 1.7% | 28.3% | 6.3% | -0.2% | 4.1% | 13.0 | -4.8% | -0.4% | -0.1% | 17.1% | -4.5%
O=C(OCC(=O)N1CCCCCC1)c1ccccc1Br | -5.1% | ? | 0.0% | -0.1% | -20.0% | 5.9 | 3.0% | ? | 4.5% | 9.1% | ?
CCC(C)(C(=O)NC1CCCCC1)N(C(=O)c1cnccn1)c1c(C)n(C)n(-c2ccccc2)c1=O (stereo not drawn) | -0.9% | 14.8% | 1.9% | -0.1% | -4.4% | -2.1 | 0.4% | 2.0% | 3.2% | 5.5% | -3.1%
Cc1cc(C)c2[nH]c(C(=O)N3CCC(n4nccc4NC(=O)C4CC4)CC3)c(C)c2c1 | 0.0% | -5.1% | -2.7% | -1.7% | 3.7% | 0.7 | -3.4% | 0.2% | -2.4% | 0.7% | -24.7%
